EWS-Fli inh = EWS/Fli transcriptional activity inhibition; A673 NR0B1-luciferase reporter, viability-normalised; inhibition, % at 12.6 µM; hit rate 0.67% among 350,000;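 active = mean inhibition of at least 50% after viability correction, with every replicate also passing that limit; inconclusive = mean reaches 50% but only one of two replicates passes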;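 also: firefly luciferase signal divided by Alamar Blue viability fluorescence both relative to DMSO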
RAD52 anneal inh = blocks human RAD52 DNA annealing; recombinant RAD52 DNA annealing, FRET fluorescence; inhibition, % at 18.7 µM; hit rate 0.46% among 360,000;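 active = every replicate showing at least 50% inhibition; inconclusive = mean inhibition at least 50% but not in every replicate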
FN deposition inh = fibronectin deposition inhibition; hit rate 0.086% among 350,000; inhibition, % at 12.6 µM; AH1F fibroblasts, Alexa488-fibronectin deposition fluorescence, overnight;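 active = mean inhibition across replicates of 30% or more, regardless of how many single replicates reach that level; inconclusive = mean under 30% yet at least half of replicates reach 30%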;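 also: positive control wells lacked labelled fibronectin entirely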
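Measured by – fluorescence 485/525 nm · System – AH1F fibroblast monolayer, labelled fibronectin deposition · Amount – 10000 cells per well · Buffer or medium – serum-reduced DMEM (2% serum) · Doses – single dose, pinned · Also added – fluorescent fibronectin at 24 nM final · Schedule – 1 h cell attachment, overnight exposure to compound and label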
esBAF inh = blocks esBAF chromatin remodeling in mouse ES cells. Bmi1-luciferase knock-in reporter, 24 h; 100% = twice the neutral-well signal. reporter increase, % at 12.5 µM. hit rate 2% among 350,000. AID 602393; in the data active = activation above about 40%; inconclusive = no clear call, values can overlap the other calls;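 also: 0% = median of the plate's neutral control wells and 100% = double that signal; a rise in the Bmi1 reporter signal indicates esBAF inhibition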
S100A4 inh HTS = inhibitors of human S100A4 binding to myosin IIA peptide; P26447; S100A4/TAMRA-MyoIIA peptide fluorescence polarization; inhibition, % at 10.7 µM; hit rate 0.14% among 360,000; AID 652163;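 active = mean inhibition of at least 70% across replicates, with every replicate also reaching that level; inconclusive = mean inhibition reaches 70% but some replicates fall short; inactive = mean inhibition below 70%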
Target sequence (P26447 whole entry, looked up): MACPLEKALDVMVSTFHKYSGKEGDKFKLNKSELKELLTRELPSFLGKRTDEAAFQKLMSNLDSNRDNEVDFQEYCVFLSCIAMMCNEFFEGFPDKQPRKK
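Test system: S100A4 monomer protein; Medium: HEPES pH 7.2 with CaCl2, KCl, NaCl, DTT, Triton; Probe or stimulus: TAMRA-labelled myosin IIA heavy-chain peptide probe, 5 nM; Doses: one dose per compound; Times: polarization read 5 min after assay mix addition, stable 5–60 min; Benchmarks: neutral control DMSO, positive control TFP.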
Xi reactivation = activators of X-chromosome reactivation in mouse fibroblasts; AID 743238; activation, % at 7.58 µM; XiGFP mouse fibroblasts, % GFP-positive cells imaging, 3 d; cells co-treated with 5-aza-dC sensitizer; scaled so ellipticine positive control = 100%; hit rate 0.055% among 360,000;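 active = mean normalized replicate activation at least 10% and every replicate at or above 10%; inconclusive = only one of the two criteria met; inactive = mean below 10% and not all replicates reach 10%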;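 also: 0% = median of on-plate neutral control wells and 100% = ellipticine 6 µM median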
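Material: SV40-immortalized XiGFP fibroblast cells, line 68-5-11 | Buffer or medium: DMEM containing 5-aza-dC | Dosing: One concentration, pinned | Times: 3 d treatment, 15 min room-temperature fixation | Controls: Ellipticine 6 µM positive control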
E-selectin induc = E-selectin induction on HUVECs. HUVEC E-selectin immunofluorescence imaging; normalized: neutral wells 0, TNF-alpha wells 100. activation, % at 7.58 µM. hit rate 0.37% among 260,000. AID 686992;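 active = mean E-selectin-positive cell signal at least 10% of the positive control, reached in at least 60% of replicates, without over 20% cell loss; inconclusive = no rule given, readout overlaps actives, possibly toxicity-flagged; inactive = the rest, including those meeting only one limit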;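 also: in these data hits start at about 27%; measured in HUVEC primary endothelial cells; signal is the percent of cells scored E-selectin positive by PE staining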
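assay system = HUVEC, human umbilical vein endothelial cells | input = 3,000 HUVEC seeded per well | medium = EGM-2 growth medium on 0.1% gelatin-coated wells | dosing = one compound dose added by pin transfer | signal = immunofluorescence imaging | read-out basis = % PE-positive cells | control set = TNF-alpha, DMSO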
RAD54 branch = RAD54 (human) branch migration inhibition. hit rate 0.14% among 360,000. inhibition, % at 10.4 µM. RAD54 Holliday junction branch migration, FAM/BHQ fluorescence;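 active = mean normalized replicate activity at least 40 and at least half of replicates scoring 40 or more; inconclusive = only one of the two criteria met; inactive = mean below 40 and under half of replicates reaching 40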;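 also: 0% = median of neutral control wells and 100% = median of positive control wells; inhibitors cause a drop in the FAM fluorescence signal; in these data hits start at about 50%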
Target sequence (Q92698 whole entry, looked up): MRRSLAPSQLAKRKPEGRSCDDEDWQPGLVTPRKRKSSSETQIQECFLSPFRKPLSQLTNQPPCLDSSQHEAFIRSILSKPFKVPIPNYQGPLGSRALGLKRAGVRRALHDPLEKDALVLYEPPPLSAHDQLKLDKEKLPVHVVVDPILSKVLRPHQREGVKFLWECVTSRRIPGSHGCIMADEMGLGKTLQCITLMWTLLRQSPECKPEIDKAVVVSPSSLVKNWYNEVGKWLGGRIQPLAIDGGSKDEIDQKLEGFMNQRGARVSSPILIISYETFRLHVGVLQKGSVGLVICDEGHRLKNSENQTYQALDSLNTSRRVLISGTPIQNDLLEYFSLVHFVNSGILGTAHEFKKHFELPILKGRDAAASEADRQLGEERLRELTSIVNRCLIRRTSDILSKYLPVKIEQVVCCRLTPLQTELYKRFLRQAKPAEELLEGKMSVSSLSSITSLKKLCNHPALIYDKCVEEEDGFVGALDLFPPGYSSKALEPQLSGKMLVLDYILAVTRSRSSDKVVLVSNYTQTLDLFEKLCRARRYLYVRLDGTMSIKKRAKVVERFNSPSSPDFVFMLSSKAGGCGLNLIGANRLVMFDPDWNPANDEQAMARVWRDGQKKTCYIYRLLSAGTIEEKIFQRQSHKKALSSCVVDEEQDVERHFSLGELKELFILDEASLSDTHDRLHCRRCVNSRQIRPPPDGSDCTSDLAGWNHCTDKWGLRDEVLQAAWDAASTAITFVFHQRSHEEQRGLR
An asterisk follows results filed as active; ? = inconclusive; / = not tested or not shown; & = joins results of further samples. Rows are unselected; about 3% have a hit in one of these screens.

Second line of a record: EWS-Fli inh	RAD52 anneal inh	FN deposition inh	esBAF inh	S100A4 inh HTS	Xi reactivation	E-selectin induc	RAD54 branch
> CCCCCC(O)c1cccc(OCc2ccc3ccccc3n2)c1 (stereo not given)
 : -6	-29	-7	17&6	-1&0	-0.1	0.4	-3&-7
> O=S(=O)(c1ccc(Br)cc1)c1nc(-c2ccco2)oc1NCCCn1ccnc1
 : -16	-17	4	-1	-1	0.1	/	/
> CC(=O)Nc1ccc(/C=N/NC(=O)c2cc3ccccc3nc2C)cc1
 : -5	-7	7	3	-2	0.0	/	3
> Cc1noc(C)c1S(=O)(=O)Nc1ccc2c(c1)CC(=O)N([C@H](C)CO)C[C@@H](C)[C@H](CN(C)S(=O)(=O)c1ccc(F)cc1)O2
 : -7	1	/	-6	7	-1.0	-0.3	-4
> C[C@H](CO)N1C[C@H](C)[C@@H](CN(C)C(=O)Nc2ccc3c(c2)OCO3)Oc2ccc(NC(=O)Nc3ccc(C(F)(F)F)cc3)cc2CC1=O
 : 10	-16	/	/	5	0.1	6.7	/
> CC(C)CC#Cc1cnc2c(c1)C(=O)N([C@@H](C)CO)C[C@@H](C)[C@H](CN(C)C(=O)Nc1ccccc1F)O2
 : 18	-4	-5	5	19	-1.1	0.3	7
> Cc1ccc2nc(C)cc(N/N=C/c3ccccc3O)c2c1
 : -18	-13	-1	7	-4	-0.1	0.2	-1
> Cn1nc(-c2ccccc2)cc1NS(=O)(=O)c1ccccc1
 : 10	-2	13	/	11	0.2	/	/
> O=C(N/N=C/c1coc2ccccc2c1=O)c1cn(-c2ccccc2)nc1-c1ccccc1
 : -1	-10	-22	/	-3	-0.1	/	-8
> CCCN1C[C@H](C)[C@@H](OC)CN(C)C(=O)c2cc(NC(=O)c3ccc(F)cc3)ccc2OC[C@@H]1C
 : -2	10	8	-9	-32	0.1	-0.3	4
> Cc1[nH][nH]c(=O)c1/C=N/N1CCOCC1
 : 8	0	-18	-2	-3	0.0	/	5
> O=C(NCc1ccco1)c1cccc(Nc2nc3ccc(Br)cc3[nH]2)c1
 : 8	9	-10	-7	0	0.0	-0.1	-6
> CNC(=O)COC(=O)c1cc(SC)ccc1Cl
 : 11	-7	1	/	25	0.2	0.1	/
> COCC1=C(C(=O)OC)C(c2cccs2)n2ncnc2N1 (stereo not given)
 : 5	-15	4	/	8	0.2	/	/
> CO[C@@H](CN(C)C(=O)c1ccc2c(c1)OCO2)[C@H](C)CN([C@@H](C)CO)S(=O)(=O)c1ccc(Cl)cc1
 : -2	-2	9	-8	-3	0.1	-0.2	-1
> CC#C[C@@H](CC)c1ccc2ccn(C)c2c1
 : -40	-16	2	14	-3	-0.3	0.1	-1
> COc1ccc(NC(=O)N(C)C[C@@H]2Oc3c(NC(=O)NC4CCCCC4)cccc3C(=O)N([C@H](C)CO)C[C@@H]2C)cc1
 : /	10	/	-2	-5	-1.3	-0.4	1
> CC(=O)NCCC1CCCCN1Cc1nc(Cc2cccc(C(F)(F)F)c2)no1 (stereo not given)
 : 6	-8	5	/	3	0.0	/	/
> Cc1cc(C)nc(SCc2ccc([N+](=O)[O-])cc2)n1
 : -26	-4	-1	/	6	0.1	1.2	/
> C[C@@H]1CN([C@H](C)CO)C(=O)c2cc(-c3cccnc3)cnc2O[C@@H]1CN(C)C(=O)Nc1ccccc1
 : -4	-8	/	2	-4	-0.8	-0.2	4
> COc1ccc(NC(=O)N(C)C[C@H]2Oc3ncc(Br)cc3C(=O)N([C@H](C)CO)C[C@@H]2C)cc1
 : -7&-7	-5&10	3&-12	-2&7	-2&-7	0.1&-0.6	0.7&-2.8	2&2
> COc1cc(NC(=O)c2ccco2)c(OC)cc1NC(=O)Nc1ccccc1Cl
 : -12	12	/	-2	0	/	/	-1
> O=C(C1CCCC1)N1CC2(C1)[C@H](c1ccccc1)[C@H](CO)N2C(=O)NC1CCCC1
 : 14	-6	-5	/	-23	0.0	-0.1	/
> COc1ccccc1-c1ccc([C@@H]2[C@@H](CO)N(C(=O)CN(C)C)[C@H]2C#N)cc1
 : 2	-3	22	1	3	0.3	1.0	3
> COc1ccc(OC)c(C(=O)N(C[C@H]2CC[C@@H]([C@@H]3CC[C@H](CO)O3)O2)C(C(=O)NC(C)(C)C)c2ccc(-c3ccccc3)cc2)c1 (stereo not given in full)
 : 4	-2	-3	3	3	0.0	-0.3	-11
> Cc1ccc(S(=O)(=O)Nc2ccc(O)c3ncccc23)cc1
 : -32	-19	10	-12	-2	0.4	/	2
> CCCCCN(C(=O)CCC(=O)OCc1cc(C)ccc1C)c1c(N)n(CCCC)c(=O)[nH]c1=O
 : 2	4	-6	3	-4	0.8	-0.3	-5
> COc1ccc2c3c([nH]c2c1)[C@H](CO)N(S(=O)(=O)c1ccccc1)CC31CCN(C)CC1
 : 17	4	1	/	4	0.0	-0.1	/
> COc1ccc(S(=O)(=O)N(CC(=O)NCc2cccnc2)C2CCCCC2)cc1OC
 : -2	-7	11	-5	1	0.4	-0.2	-8
> COC(=O)C1=NNC2(c3ccc(Cl)cc3)C(=O)N(c3ccccc3)C(=O)C12 (stereo not given)
 : 4	-10	3	/	1	0.4	-0.2	-13
> Cc1noc(C)c1NC(=O)N(C)C[C@@H]1Oc2ccc(NC(=O)Nc3cccc4ccccc34)cc2C(=O)N([C@H](C)CO)C[C@@H]1C
 : 0	-9	/	-2	-11	0.2	-0.2	-2
> COc1ccc(/C=N/NC(=O)c2ccncc2)c(C(=O)O)c1OC
 : -2	-19	6	/	-1	-0.1	1.5	/
> CCOC(=O)/C=c1\s/c(=C\c2ccc(-c3ccccc3)cc2)c(=O)n1CC(=O)NCc1ccc2c(c1)OCO2
 : -8	-54	-14	/	-4	-0.1	-0.6	-10
> C=CCNC(=S)NCc1cccnc1
 : -61	5	10	/	-6	0.4	/	/
> COC(=O)CCN(Cc1cccc(OC)c1OC)S(=O)(=O)c1ccccc1Br
 : 2	4	1	/	1	-0.1	0.0	/
> Cc1cc(-c2nc3ncccc3o2)ccc1NC(=O)c1ccc([N+](=O)[O-])o1
 : -4	-47	/	2	3	0.5	0.0	3
> O=C(CC1CC1)N1CC(=O)N2[C@H](CO)[C@@H](c3ccc(C#Cc4cccc(F)c4)cc3)[C@@H]2C1
 : 15	1	17	/	-15	0.1	-0.1	/
> COc1ccc(C(N)c2csc(Nc3ccc(C(=O)c4ccccc4)cc3)n2)cc1 (stereo not given)
 : 5	-44	-10	-3	0	0.7	/	21
> C[C@H]1CCCCO[C@H](CN(C)Cc2ccc(C(F)(F)F)cc2)[C@@H](C)CN([C@@H](C)CO)C(=O)c2cc(NC(=O)CCCN(C)C)ccc2O1
 : 5	43	/	-7	2	-0.6	0.0	10
> Cc1ccc(N2CN(S(=O)(=O)c3cccc([N+](=O)[O-])c3)c3nc4ccccc4nc32)cc1
 : /	-16	/	-2	-1	0.7	0.0	5
> CC(C)NC(=O)NCC[C@@H]1CC[C@H](NC(=O)CN(C)C)[C@H](CO)O1
 : 4	9	6	-1	9	-0.5	-0.8	-8
> C[C@@H]1CN([C@@H](C)CO)C(=O)c2c(c3ccccc3n2C)-c2ccccc2CO[C@@H]1CN(C)C(=O)Nc1ccccc1
 : 17	20	7	6	63	0.2	-0.2	16
> CCc1noc(C)c1C(=O)N(CC)CC(=O)Nc1cc(Cl)ccc1C
 : -3	10	-2	-9	0	-0.1	0.0	4
> C[C@H](NC(=O)C[C@@H]1CC[C@H](NC(=O)C2CC2)[C@@H](CO)O1)c1ccccc1
 : -2	-21	1	-1	?	0.4	-0.3	2
> Cc1nc(SCC2(C)CC2(Cl)Cl)n[nH]1 (stereo not given)
 : -5	-6	3	/	-2	0.0	9.7	/
> COC(=O)C(C)Sc1nnc(-c2ccncc2)o1 (stereo not given)
 : /	-1	-3	-8	1	/	/	-12
> CO[C@@H]1CN(C)C(=O)c2ccc(NC(=O)C3CCOCC3)cc2OC[C@@H](C)N(C(=O)Nc2ccc(C(F)(F)F)cc2)C[C@H]1C
 : -12	13	-15	15	-3	0.0	0.2	-10
> C[C@H](CO)N1C[C@H](C)[C@@H](CN(C)C(=O)Nc2ccc3c(c2)OCO3)Oc2ccc(NC(=O)CCN3CCOCC3)cc2CC1=O
 : -8	-11	/	2	5	0.2	-9.4	6
> CN1c2ccc(-c3ccccc3F)cc2[C@H]2[C@H](CCN2S(=O)(=O)c2ccc(F)cc2)[C@@H]1CO
 : 5	/	12	0	/	0.0	0.1	0
> COc1cc(CCCN2CCNC[C@H]2Cc2ccc(O)cc2)cc(OC)c1OC
 : 5	3	-3	4	-25	0.0	-0.1	-4

Next section
Second line of a record: EWS-Fli inh	RAD52 anneal inh	FN deposition inh	esBAF inh	S100A4 inh HTS	Xi reactivation	E-selectin induc	RAD54 branch
> Cc1cccc(C(=O)NNC(=O)c2ccccc2O)c1
 : -44	-4	-4	23	2	0.1	/	-2
> Cc1noc(C)c1S(=O)(=O)Nc1ccc2c(c1)C(=O)N([C@H](C)CO)C[C@@H](C)[C@H](CN(C)C(=O)CCCN(C)C)OCCCC[C@@H](C)O2
 : -8	/	/	-4	/	0.1	-0.1	10
> CO[C@H]1CN(C)C(=O)c2cc(NS(=O)(=O)c3cn(C)cn3)ccc2OC[C@@H](C)N(C)C[C@@H]1C
 : 0	/	-3	3	/	-0.1	0.1	-4
> S=c1[nH]nc(CNc2ccc(Cl)cc2)n1Cc1ccccc1
 : -2	-8	-1	/	0	0.0	7.8	/
> O=C(Cc1ccc(-n2cccc2)cc1)NCc1ccccc1Cl
 : /	/	4	-3	/	-0.1	2.9	/
> Cc1ccc(S(=O)(=O)N(C)C[C@@H]2OCCCC[C@@H](C)Oc3ccc(NS(=O)(=O)c4ccc(Cl)cc4)cc3C(=O)N([C@@H](C)CO)C[C@H]2C)cc1
 : -17	11	-8	21	-18	0.1	-0.2	-8
> CCCCN1C(=O)CC2CCOC21C (stereo not given)
 : 1	-14	10	-3	-7	0.1	1.1	-8
> CC(C)NC(=O)N(C)C[C@H]1Oc2ccc(NC(=O)NC3CCCCC3)cc2CC(=O)N([C@@H](C)CO)C[C@H]1C
 : 0	-8	/	-2	7	-0.7	/	0
> COc1ccc(-n2c(CN3CCOCC3)nc3ccc([N+](=O)[O-])cc3c2=O)c(OC)c1
 : 5	-5	12	4	15	0.5	1.2	-4
> C=CCNC(=S)/C(=C(/[O-])c1ccccc1Br)[n+]1ccccc1
 : -6	-18	-4	8	-4	0.0	-0.1	-10
> COc1ccc(S(=O)(=O)Nc2cccc3c2O[C@H](CN(C)Cc2ccc(Cl)c(Cl)c2)[C@@H](C)CN([C@H](C)CO)C3=O)cc1
 : 7&15	-5	-5&-5	-7&0	-12	0.2&0.0	0.0&-0.1	0
> CCN(CC(=O)Nc1ccc(NC(C)=O)cc1)C(=O)C1CC1
 : -8	-15	/	/	-3	0.0	0.2	/

Source: PubChem BioAssay (Broad Institute)
